N370S GC mod = inhibits or activates N370S mutant glucocerebrosidase; N370S GC spleen homogenate, 4MU-glucoside fluorescence; P04062; Potency, µM (top dose mostly 59.4 µM), inactives show at the top dose activity change, negative = inhibition, actives largely listed as inhibitors; 0.092% of 330,000 active;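 note: 0% = full enzyme activity and -100% = no enzyme basal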
KAT2A inh = blocks human GCN5L2 histone acetyltransferase. GCN5L2 HAT assay, ThioGlo1 CoA-SH fluorescence. Potency, µM (top dose mostly 58.9 µM), inactives show at the highest dose activity change, negative = inhibition, actives largely listed as inhibitors. 0.21% of 390,000 active
Target sequence (Q92830 whole entry, looked up): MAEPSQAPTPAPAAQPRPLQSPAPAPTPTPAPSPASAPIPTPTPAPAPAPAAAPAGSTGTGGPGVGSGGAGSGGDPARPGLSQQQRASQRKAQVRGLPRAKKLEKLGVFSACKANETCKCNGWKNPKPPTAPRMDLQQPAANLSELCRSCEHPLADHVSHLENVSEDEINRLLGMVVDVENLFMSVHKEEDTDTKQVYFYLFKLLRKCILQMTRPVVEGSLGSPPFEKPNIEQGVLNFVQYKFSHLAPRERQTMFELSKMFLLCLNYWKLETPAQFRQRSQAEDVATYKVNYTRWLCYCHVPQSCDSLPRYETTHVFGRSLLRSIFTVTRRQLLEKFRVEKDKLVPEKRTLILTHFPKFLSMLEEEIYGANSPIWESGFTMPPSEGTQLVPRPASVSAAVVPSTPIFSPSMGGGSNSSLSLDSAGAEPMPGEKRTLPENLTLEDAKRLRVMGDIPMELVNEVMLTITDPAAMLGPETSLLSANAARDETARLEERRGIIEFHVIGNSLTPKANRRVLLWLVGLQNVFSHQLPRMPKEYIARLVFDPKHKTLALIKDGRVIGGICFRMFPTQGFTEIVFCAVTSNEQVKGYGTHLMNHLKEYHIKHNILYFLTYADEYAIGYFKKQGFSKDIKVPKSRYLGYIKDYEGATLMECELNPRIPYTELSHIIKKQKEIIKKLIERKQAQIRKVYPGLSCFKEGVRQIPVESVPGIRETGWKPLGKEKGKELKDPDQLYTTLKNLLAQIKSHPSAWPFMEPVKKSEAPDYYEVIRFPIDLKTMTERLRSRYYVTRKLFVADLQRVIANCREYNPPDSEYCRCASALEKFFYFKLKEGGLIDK
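GCN5L2 (20nM final) in 50mM HEPES, 0.1mM EDTA pH 7.5, 0.01% Tween-20 was preincubated 15 min at room temperature with compound, then given ThioGlo1 (50uM), H3(1-25) peptide (75uM) and acetyl-CoA (70uM); CoA-thiol fluorescence (Ex340/Em540) was read at 0 and 20 min.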
FEN1 inhibitor = human FEN1 inhibition; P39748; Recombinant FEN1 flap cleavage, fluorescence, 15 min; Potency, µM (doses to about 114 µM), without a hit: at the top dose activity change, negative = inhibition, usual class: inhibitors; 0.35% of 390,000 active; AID 588795; note: nearly all actives have a fitted effect of over 65% in size
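In this screen, 50 nM flap DNA substrate was added to 10 nM FEN1 pretreated with compound for 15 min at room temperature; cleavage was followed with reads at 0 and 15 min, and Hill fitting gave concentration–response parameters.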
* marks the source's active call; other numbers are inactive results; ? = inconclusive; / = no result given; [ ] = remark or other dose. Calls come from the whole dose curve; as a rule, active = well fitted curve in the direction sought with a large enough effect; inconclusive = small, poorly fitted or top-dose-only effect, or another doubt; inactive = no such curve, though single readings can be large; an effect the other way counts as inactive or inconclusive. Unless noted, % is set by controls: 0 for no effect and ±100 for the full control effect; potency is the fitted concentration of half-maximal effect. These rows are one share of the data; the hit share may differ from the screen's.

KAT2A inh	FEN1 inhibitor	N370S GC mod	SMILES
0.5%	8.3%	-27.1%	COc1ccc(NS(=O)(=O)c2ccc(N3CCN(CCO)CC3)c([N+](=O)[O-])c2)cc1
-2.4%	0.7%	-2.3%	COc1ccc(OC)c(Cc2nnc(CCC(=O)NC3CCCCC3)o2)c1
-0.1%	-18.8%	-2.5%	COc1cccc(-c2cc(C(=O)NCc3ccco3)no2)c1
-12.1%	-13.4%	-1.0%	O=C(CO)N/N=C/c1c2ccccc2cc2ccccc12
2.9%	-6.8%	9.0%	CC(=O)c1ccc(NC(=S)NC2CCCC(C)C2C)cc1 (stereo unspecified)
-8.9%	-9.6%	15.2%	CC(Sc1nc(-c2ccc(F)cc2)cs1)C(=O)N1c2ccccc2CC1C (stereo unspecified)
-1.7%	/	0.4%	Cc1ccc(OC(=O)c2cccc(C(=O)Oc3ccc(C)cn3)n2)nc1
-6.0%	-5.8%	/	COc1ccccc1C(C)NC(=O)CCNC(=O)c1ccc(Cl)cc1 (stereo unspecified)
-6.0%	-11.9%	19.2%	O=C(Nc1ccc(F)cc1)N1CCN2C(=O)c3ccccc3C12c1ccccc1 (stereo unspecified)
?	-1.0%	-5.7%	CCOC(=O)C1(CCCc2ccccc2)CCN(C(=O)CCCn2cncn2)CC1
-2.8%	-2.7%	/	COCCn1c(C)cc(O)c(C(c2ccc(Cl)cc2)N2CCCCC2)c1=O (stereo unspecified)
0.7%	-7.6%	-27.0%	C=C(C)CSc1[nH]c(=O)cc(C)c1C#N
-6.5%	2.4%	-3.9%	Cc1cc(C)c(NC(=O)CSc2nc3ccc(N4C(=O)c5ccccc5C4=O)cc3s2)c(C)c1
-14.8%	-18.4%	0.0%	CC1(C)CC(=O)C2=C(C1)Nc1ccccc1N(C(=O)C1CC1)C2c1ccco1 (stereo unspecified)
-6.9%	-7.7%	11.8%	COc1ccc2[nH]c(=O)c(CN(Cc3cccs3)S(=O)(=O)c3c(C)ccc4nsnc34)cc2c1
-12.0%	-11.6%	12.9%	O=S(=O)(c1cccs1)N1CN(CC2CCCO2)c2nc3ccccc3nc21 (stereo unspecified)
-4.7%	-1.5%	-14.5%	COc1ccc(-n2c(COc3ccccc3)nnc2SCc2ccc(C#N)cc2)cc1
-7.1%	0.5%	/	Cc1ccc(NC(=O)C(=O)c2cc(C)n(-c3ccc(F)cc3)c2C)cc1C
-0.6%	16.5%	/	CCOc1ccc(S(=O)(=O)N2CCN(c3ccccc3)CC2)cc1C(N)=O
-3.8%	7.5%	2.7%	Cc1nnc(C)n1/N=C/c1ccccn1

Ordered by value in KAT2A inh (falling): 6 of the compounds above.
KAT2A inh	FEN1 inhibitor	N370S GC mod	SMILES
2.9%	-6.8%	9.0%	CC(=O)c1ccc(NC(=S)NC2CCCC(C)C2C)cc1 (stereo unspecified)
0.5%	8.3%	-27.1%	COc1ccc(NS(=O)(=O)c2ccc(N3CCN(CCO)CC3)c([N+](=O)[O-])c2)cc1
-2.4%	0.7%	-2.3%	COc1ccc(OC)c(Cc2nnc(CCC(=O)NC3CCCCC3)o2)c1
-4.7%	-1.5%	-14.5%	COc1ccc(-n2c(COc3ccccc3)nnc2SCc2ccc(C#N)cc2)cc1
-6.5%	2.4%	-3.9%	Cc1cc(C)c(NC(=O)CSc2nc3ccc(N4C(=O)c5ccccc5C4=O)cc3s2)c(C)c1
-8.9%	-9.6%	15.2%	CC(Sc1nc(-c2ccc(F)cc2)cs1)C(=O)N1c2ccccc2CC1C (stereo unspecified)

Further records follow.
KAT2A inh	FEN1 inhibitor	N370S GC mod	SMILES
-2.1%	/	-7.1%	CCOCCn1cnc2sc(C(=O)Nc3nc(C)c(C(=O)OCC)s3)c(C)c2c1=O
3.1%	-0.5%	6.7%	COc1cc(C(=O)N2CCC(n3c(C)nc4cc(F)ccc43)CC2)cc(OC)c1OC
-4.4%	-5.8%	4.9%	Cc1c(NC(=O)c2ccc([N+](=O)[O-])o2)cccc1-c1nc2ncccc2o1
-15.0%	-21.3%	-0.7%	CC(C)COc1ccc(-c2nn(-c3ccccc3)cc2C(=O)Nc2nccs2)cc1
-8.8%	4.9%	3.1%	COc1cc2c(cc1OC)CN(C(=O)CSc1nnc3scc(-c4ccccc4)n13)CC2
-26.2%	-13.0%	-16.2%	CCN(Cc1ccccc1)C(=O)c1ccc(NC(=O)c2ccc(OC)cc2)cc1
0.9%	-6.0%	-6.7%	O=C(Nc1cccc(C(F)(F)F)c1)c1cccnc1N1CCCC1
-13.1%	-0.2%	/	O=C(NCCc1ccccc1)c1cnc2sc(N3CCOCC3)nn2c1=O
-3.7%	1.9%	-2.6%	Nc1cccc(-c2nc3ncccc3o2)c1
-6.8%	-9.2%	3.3%	Cc1ccccc1N1C(=O)N(c2cccc(C(F)(F)F)c2)C2CS(=O)(=O)CC21 (stereo unspecified)
-13.4%	-12.9%	/	CCC(=O)OC1=CN(Cc2ccccc2)S(=O)(=O)c2ccccc21
2.3%	-1.1%	6.1%	CCCCCN(C(=O)CCC(=O)OCCOc1ccc(OCC)cc1)c1c(N)n(CCCC)c(=O)[nH]c1=O
-4.3%	8.2%	-0.9%	Cc1ccc(C=Nc2ccc(N(C)C)cc2)o1
-9.8%	18.9%	3.2%	Cc1oc(-c2ccccc2F)nc1CS(=O)(=O)CC(=O)N1CCOCC1
-2.8%	13.3%	/	O=C(COc1ccccc1-c1nc(-c2ccccc2)no1)Nc1ccc([N+](=O)[O-])cc1
-6.9%	-4.6%	-24.6%	COc1cccc(-c2nnc(NC(=O)c3ccc(S(=O)(=O)N4CCOCC4)cc3)o2)c1
-2.6%	-2.2%	1.6%	CC(C)c1ccc(OCC(=O)Nc2ccccc2C(=O)N2CCOCC2)cc1
-7.1%	-14.4%	/	Cc1cc(C)cc(NC(=O)N2CCN(C(=O)c3nsc4ccccc34)CC2)c1
1.2%	-3.3%	8.6%	O=C(N/N=C\c1ccc(F)cc1)c1cc(OCC(F)(F)F)ccc1OCC(F)(F)F
?	3.3%	3.9%	Cc1ccc(NC(=O)c2cc(N3C(=O)C=CC3=O)ccc2N2CCOCC2)cc1Cl
-5.5%	3.6%	/	COC(=O)c1cc2sccc2n1Cc1ccc(F)cc1
-3.6%	4.0%	-0.4%	Cn1c(=O)cc(Nc2ccccc2)[nH]c1=O
-12.1%	-17.9%	1.7%	CCOc1ccc(N(CC(=O)NC(C)(C)C)S(=O)(=O)c2c(C)noc2C)cc1
-3.7%	2.3%	/	Cc1ccc(S(=O)(=O)N2CCC(C(=O)OCC(=O)NCc3cccc(Cl)c3)CC2)cc1C
-1.2%	0.3%	0.5%	O=C(CCSc1ccccc1)NCCN1CCOCC1
-6.7%	0.2%	/	COC(=O)C1OC(OC2CC[C@]3(C)C(CC[C@@]4(C)[C@@H]3CC=C3[C@@H]5CC(C)(C)CC[C@]5(C(=O)OC5OC(CO)C(O)C(O)C5O)CC[C@]34C)C2(C)C)C(O)C(O)C1O[C@H]1OCC(O)C(O)C1O (stereo partly specified)
-4.0%	-4.0%	-11.9%	CCC(NC(=O)c1ccccc1Br)c1ccccc1 (stereo unspecified)
?	1.9%	-2.7%	CCOC(=O)CNC(=O)CCc1nnc2ccc(N3CCC(C)CC3)nn12
-4.7%	16.6%	-7.6%	COc1ccc(C(=O)NCc2nnc(SCC(=O)N3CCOCC3)o2)cc1OC
-4.4%	0.0%	/	O=C(NCCc1ccc(Cl)cc1)C(=O)NCC(c1cccs1)S(=O)(=O)c1cccs1 (stereo unspecified)
-2.1%	15.8%	/	Cc1ccc(Cl)cc1NC(=O)c1cnn2c(C(F)F)cc(-c3ccccc3)nc12
0.1%	-18.9%	-12.4%	CCOC(=O)C1CCN(c2cc(=O)n(-c3ccc(OC)cc3)c(=O)[nH]2)CC1
-6.1%	-12.3%	-18.9%	CN(C)S(=O)(=O)c1cccc(C(=O)N(Cc2ccc(F)cc2)Cc2ccco2)c1
-19.9%	-9.7%	-6.6%	CCN(CC)CCNC(=O)c1cc2cc(Br)ccc2s1
-4.7%	0.9%	-8.0%	CC(C)CC(NC(=O)C1CCC(C)CC1)C(=O)NCCN1CCOCC1 (stereo unspecified)
-5.6%	-5.2%	7.7%	CCCn1c(C)cc(C(=O)COC(=O)c2ccc[nH]c2=O)c1C
-5.0%	4.6%	-9.8%	CCCc1cc(=O)oc2cc(OC(C)C(=O)NC3CC(C)(C)NC(C)(C)C3)ccc12 (stereo unspecified)
-14.2%	5.0%	0.0%	OCCc1ccc(O)cc1
-5.9%	13.3%	-4.2%	CCCOCC(O)CC(CC)C(=O)NNC(=S)Nc1ccccc1 (stereo unspecified)
0.6%	-6.5%	?	COc1ccc(C2CC(c3ccc(Br)cc3)=NN2C(=O)c2cccnc2)cc1 (stereo unspecified)

Only N370S GC mod and FEN1 inhibitor, for 4 of the compounds above:
structure,N370S GC mod,FEN1 inhibitor
COC(=O)c1cc2sccc2n1Cc1ccc(F)cc1,/,3.6%
Cn1c(=O)cc(Nc2ccccc2)[nH]c1=O,-0.4%,4.0%
CCOc1ccc(N(CC(=O)NC(C)(C)C)S(=O)(=O)c2c(C)noc2C)cc1,1.7%,-17.9%
Cc1ccc(S(=O)(=O)N2CCC(C(=O)OCC(=O)NCc3cccc(Cl)c3)CC2)cc1C,/,2.3%

Following part.
KAT2A inh	FEN1 inhibitor	N370S GC mod	SMILES
0.2%	-17.0%	-11.3%	CCN=C1S/C(=C\c2cc(OCC)c(O)cc2Br)C(=O)N1CC
-4.9%	1.7%	-3.5%	C=CCOc1ccc(S(C)(=O)=O)cc1
2.2%	-7.1%	12.0%	NC(=O)COC(=O)c1ccc(Oc2ccccc2)cc1
-13.2%	-22.3%	11.7%	CCOC(=O)c1cc(CC)sc1NC(=O)C(c1ccccc1)c1ccccc1
-3.6%	-11.0%	2.0%	COc1ccc(/C(N)=N/OC(=O)C2CCC(=O)N2S(=O)(=O)c2ccc(C)cc2)cc1 (stereo unspecified)
-5.7%	-10.9%	/	C[C@@H](NC(=O)c1[nH]cnc1C(=O)Nc1ccc(Cl)cc1)c1ccccc1
-6.5%	-6.5%	1.3%	Cc1cccc(N2C(=O)C3C4CC(C(Br)C4Br)C3C2=O)n1 (stereo unspecified)
-5.4%	7.4%	/	CCOC(=O)C1CCCN(C(=O)CNC(=O)c2ccc(Br)o2)C1 (stereo unspecified)
0.7%	-0.6%	5.1%	CN(C)/N=C/C=C1\CCC/C(=C/c2cccs2)C1=O
-1.6%	1.8%	-25.5%	N/C(=N\OC(=O)/C=C/c1ccc(Br)cc1)c1ccccn1
-14.0%	-2.9%	-1.7%	COc1ccc(OCc2cc(C(=O)NCCN3CCCc4ccccc43)no2)c(Cl)c1
-6.6%	2.1%	5.6%	CC1CC(C)(C)NCc2ccccc21 (stereo unspecified)
-3.2%	-0.8%	6.1%	O=C1CC(C(=O)N2CCN(Cc3ccccc3)CC2)CN1Cc1ccccc1 (stereo unspecified)
-7.1%	-2.6%	-2.5%	CC(=O)N(CC1CCCO1)c1nnc(-c2cnccn2)s1 (stereo unspecified)
-3.9%	8.1%	-0.9%	CCN(C(=O)COC(=O)c1cc(S(=O)(=O)Nc2c(C)n(C)n(-c3ccccc3)c2=O)ccc1Cl)C1CCCCC1
-2.6%	-14.5%	/	Cc1nc2ccccc2n1CC(O)COc1ccc(C(=O)O)cc1 (stereo unspecified)
0.2%	2.3%	/	CCC[C@@H](CN1CCC[C@H]1CN1C(N)=NC[C@H]1C(C)C)N1C[C@@H]([C@H](C)CC)N(CCCC2CCCC2)C1=N
-22.6%	-4.5%	/	CCOC(=O)c1noc2ncn(CC(=O)Nc3ccc(C)c(F)c3)c(=O)c12
-5.4%	-3.9%	?	O=C(Nc1cnn(Cc2ccccc2)c1)NC12CC3CC(CC(C3)C1)C2
1.1%	-6.6%	/	COc1ccccc1CNC(=O)CCCn1c(=O)c2ccccc2n(Cc2ccc(C)cc2)c1=O

An excerpt of these results, with bars between the fields.
SMILES | KAT2A inh | FEN1 inhibitor | N370S GC mod
CCC[C@@H](CN1CCC[C@H]1CN1C(N)=NC[C@H]1C(C)C)N1C[C@@H]([C@H](C)CC)N(CCCC2CCCC2)C1=N | 0.2% | 2.3% | /
CCOC(=O)c1noc2ncn(CC(=O)Nc3ccc(C)c(F)c3)c(=O)c12 | -22.6% | -4.5% | /

(continued)
KAT2A inh	FEN1 inhibitor	N370S GC mod	SMILES
9.6%	6.0%	5.0%	NS(=O)(=O)c1ccc(CCNC(=O)CCCC2=NS(=O)(=O)c3ccccc3N2)cc1
-8.6%	0.6%	3.9%	COCCNC(=O)Cn1c(=O)n(Cc2ccc(C(=O)NCc3ccco3)cc2)c(=O)c2ccccc21
-2.6%	-0.3%	/	COc1ccc(-c2c3c(nc4sc(C(=O)Nc5ccc(Cl)cc5)c(N)c24)CC(C)(C)CC3=O)cc1
-7.9%	-11.9%	-17.8%	CCN(CC)c1nc(OC)nc(-n2nnc(C(C)=O)c2C)n1
-6.1%	-4.5%	2.4%	Cc1ccc(C)c(/C(O)=C2\C(=O)C(=O)N(Cc3cccnc3)C2c2cccnc2)c1 (stereo unspecified)
-2.0%	40.3%[activator]	-4.7%	Cc1cc(C)c(S(=O)(=O)NCC(=O)NCc2cc(=O)n(C)c(=O)n2C)c(C)c1
-20.2%	7.0%	-9.7%	O=C(NNC(=O)C1C2CCCCC21)c1coc(=O)c(Br)c1 (stereo unspecified)

Assay outcomes as filed in PubChem.
